IL1B NFkB pot: enhancers of NFkB p65 translocation in HUVEC – imaging, IL-1B stimulus, high-content imaging, primary screen | HUVEC IL-1B NFkB p65 nuclear translocation imaging | actives 0.3% (n = 94,000) | AID 819, 2007 | activation, % at 2 µM;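 active means activation above 40%, about the mean plus 3 SD, also judged a hit on visual image review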;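 further: percent activation is computed from the nuclear over cytoplasmic p65 intensity ratio; values of inactives mirror those of a sister screen read the other way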
IL1B NFkB inh: inhibitors of IL-1B driven NFkB p65 nuclear import, primary screen, imaging, HUVEC, IL-1B stimulus, high-content imaging; HUVEC IL-1B NFkB p65 nuclear translocation imaging; actives 0.43% (n = 94,000); AID 796, 2007; inhibition, % at 2 µM;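 active means inhibition above about 30% together with a positive call from visual inspection of the well image, limit read from the data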;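 further: nuclear over cytoplasmic p65 intensity ratio measured by imaging; 0% = IL-1B stimulated DMSO wells and 100% = unstimulated DMSO wells; values of inactives mirror those of a sister screen read the other way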
PLAP inhibition: PLAP enzyme inhibitors, biochemical, luminescence, HTS (AID 690); Alkaline phosphatase, placental type (Homo sapiens); purified PLAP, luminescent substrate; higher % means a stronger effect; one-dose inhibition, % at 20 µM; IC50 in µM for titrated hits; actives 0.08% (n = 96,000); in the data active means a potency from the dose series; inactive means the rest, 99 in 100 with inhibition below about 30%; further: strong numbers were not always called active
Bcl-B TR3 displacers: displacers of TR3 peptide from Bcl-B, primary screen, selectivity assay for Bfl-1 inhibitor project, biochemical, fluorescence polarization; actives 0.11% (n = 96,000); one-dose displacement, % at 20 µM; IC50 in µM for titrated hits; FP displacement of FITC-TR3 peptide from Bcl-B; higher % means a stronger effect;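 active means displacement above 50% at 20 µM plus a fluorescence interference ratio under 1.5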;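 further: plate controls were wells without compound for no effect and wells lacking Bcl-B protein for full effect; a part of the inactive calls stands beside numbers as strong as those of hits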
MRP resist rev: reversal of MRP1-mediated doxorubicin resistance, primary screen, H69AR cells, doxorubicin co-treatment. differential viability (reversal), % at 10 µM. H69AR cells + 2 uM doxorubicin, CellTiter-Glo, 72 h. AID 602, 2007. actives 0.04% (n = 85,000);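 active means viability drop by adding the cancer drug above about 55%, with treated viability meeting a 40% cutoff, limit read from the data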;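 further: viability without doxorubicin minus viability with 2 µM doxorubicin for each compound; larger differential means the compound sensitizes cells more to doxorubicin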
MRP resist rev cytotoxicity: also measured in MRP resist rev; calls as there; viability, %; H69AR cells, CellTiter-Glo, 72 h; measured here: cytotoxicity without doxorubicin
MRP resist rev with doxorubicin: recorded beside MRP resist rev, whose call it bears; viability, %; measured here: viability with 2 uM doxorubicin; active compounds read low
IL1B NFkB inh cell count 2 µM: further read-out of IL1B NFkB inh, marked with its call; cell count; measured here: cells passing quality filter;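 raw number of nuclei counted in each imaged well without normalization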
IL1B NFkB pot cell count 2 µM: also measured in IL1B NFkB pot; calls as there; cell count; measured here: cells passing quality filter
Starred values were filed as active, the others as inactive; . = not tested or not shown. This is a subset; rates above refer to the full screens.

| cpd | SMILES | PLAP inhibition | IL1B NFkB inh | IL1B NFkB inh cell count 2 µM | IL1B NFkB pot | Bcl-B TR3 displacers | MRP resist rev cytotoxicity | MRP resist rev | MRP resist rev with doxorubicin | IL1B NFkB pot cell count 2 µM |
| --- | --- | --- | --- | --- | --- | --- | --- | --- | --- | --- |
| 1 | CC1CN(C(=O)N2c3ccccc3Sc3ccccc32)C(C)CC1=O (stereo not drawn) | -59% | 11 | 153 | -11 | 5% | 100 | -3 | 103 | 153 |
| 2 | COC(=O)c1cccc(OCC(O)Cn2cnc3cc(C)c(C)cc32)c1 (stereo not drawn) | -47% | 7 | 40 | -7 | -4% | 88 | 2 | 86 | 40 |
| 3 | O=C(Nc1nnc(-c2cccs2)o1)c1cccc(Oc2ccccc2)c1 | -44% | 3 | 186 | -3 | 10% | 39 | -18 | 56 | 186 |
| 4 | Cc1ccccc1S(=O)(=O)Cc1ccc(C(=O)NCCN2CCCCC2C)o1 (stereo not drawn) | -57% | . | . | . | 4% | 108 | -2 | 110 | . |
| 5 | Cc1nn2c(-c3cccc(NC(=O)CSc4nc5ccccc5o4)c3)nnc2c2ccccc12 | -48% | -8 | 136 | 8 | -15% | 10 | -12 | 22 | 136 |
| 6 | O=C(c1cnn2c(C(F)(F)F)cc(-c3cccs3)nc12)N1CCN(C(c2ccccc2)c2ccccc2)CC1 | . | 2 | 166 | -2 | . | 86 | 5 | 81 | 166 |
| 7 | CCSc1nnc2c(n1)OC(C)(C)Nc1ccccc1-2 | 1% | 10 | 147 | -10 | -1% | 98 | 4 | 94 | 147 |
| 8 | CC(=O)N(c1c(C)n(C)n(-c2ccccc2)c1=O)C1(C(=O)NC2CCCC2)CCCCC1 | -67% | . | . | . | -1% | 93 | 6 | 88 | . |
| 9 | CSc1ccc(N2CCN(CCCNC(=O)Nc3ccccc3F)CC2)cc1 | 1% | 4 | 61 | -4 | -15% | 85 | 15 | 70 | 61 |
| 10 | COc1ccc(N2C(=O)c3ccc(C(=O)OC(C)C)cc3C2=O)cc1 | . | 3 | 83 | -3 | . | 90 | -14 | 104 | 83 |
| 11 | CCc1nnc2sc(-c3cc(-c4ccccc4)nc4ccccc34)nn12 | 4% | -9 | 179 | 9 | 5% | 51 | -15 | 66 | 179 |
| 12 | COc1ccc(N(CC(=O)NCC2CCCO2)S(=O)(=O)c2ccc(C)cc2)cc1OC (stereo not drawn) | -9% | 2 | 97 | -2 | 4% | 91 | -1 | 92 | 97 |
| 13 | CC(C1CC2CCC1C2)n1c(COc2ccccc2F)nnc1SCC(N)=O (stereo not drawn) | -29% | -9 | 160 | 9 | -2% | 87 | 0 | 87 | 160 |
| 14 | Cn1cnc2c(N3CCCCC3)nccc21 | 7% | -4 | 10 | 4 | -3% | 100 | 2 | 98 | 10 |
| 15 | CCC(C(=O)NCc1ccc(OC)cc1)n1nc(C)n2c(cc3occc32)c1=O (stereo not drawn) | -54% | -16 | 170 | 16 | -7% | 80 | -6 | 86 | 170 |
| 16 | C/C(NC(=O)c1cccc(F)c1)=C1/C(=O)C[C@@H]2[C@H]1C2(C)C | -4% | 9 | 167 | -9 | -15% | 83 | 8 | 74 | 167 |
| 17 | COc1ccc(CCn2c(N)cc(=O)[nH]c2=S)cc1OC | -9% | -14 | 156 | 14 | -3% | 84 | -1 | 85 | 156 |
| 18 | Fc1cccc(CN2CCCCCCC2)c1 | -16% | . | . | . | 0% | 104 | 5 | 98 | . |
| 19 | CCOC(=O)N1CCN(S(=O)(=O)c2ccc(C(=O)Nc3nc4ccccc4s3)cc2)CC1 | -4% | -1 | 120 | 1 | 1% | 13 | 2 | 11 | 120 |
| 20 | CCOC(=O)c1cccc(NC(=O)C2CCCO2)c1 (stereo not drawn) | 21% | 7 | 103 | -7 | -14% | 90 | 7 | 83 | 103 |
| 21 | Cc1cccc(NC(=O)CC2NCCNC2=O)c1 (stereo not drawn) | 4% | -5 | 54 | 5 | -6% | 87 | -15 | 102 | 54 |
| 22 | Cc1cc(NC(=O)NC(=O)c2cccc(OC(F)(F)C(F)F)c2)n[nH]1 | -12% | -2 | 139 | 2 | -8% | 82 | -3 | 85 | 139 |
| 23 | CC(C)(C)NS(=O)(=O)c1ccc(NS(=O)(=O)Cc2ccccc2)cc1 | -32% | -8 | 169 | 8 | 8% | 108 | -1 | 109 | 169 |
| 24 | CCN1C(=O)/C(=C\c2ccc3c(c2)OCO3)C(C(=O)OC)=C1C | 4% | -9 | 96 | 9 | 47% | . | . | . | 96 |
| 25 | Cc1ccc(-c2nnc(C)c(N3CCOCC3)n2)cc1 | -10% | 2 | 159 | -2 | -6% | . | . | . | 159 |
| 26 | COc1ccc(N2CCN(C(=O)c3ccc(NS(=O)(=O)c4cccc(F)c4)cc3)CC2)cc1 | -56% | -2 | 161 | 2 | -5% | 83 | 1 | 82 | 161 |
| 27 | Cc1ccc(C(=O)NC(=S)NCC(=O)c2ccccc2)cc1 | -9% | 11 | 124 | -11 | -6% | . | . | . | 124 |
| 28 | COC(=O)c1nn(-c2c(C)n(C)n(-c3ccccc3)c2=O)cc1O | 21% | -11 | 182 | 11 | 3% | 103 | -4 | 107 | 182 |
| 29 | Cc1sc(NC(=O)CSc2nnc(C)c(=O)[nH]2)c(C#N)c1C | -40% | 4 | 78 | -5 | 4% | 84 | 5 | 79 | 78 |
| 30 | CCN(CC)S(=O)(=O)c1ccc(C(=O)NCc2ccc3c(c2)cc(C)n3C)cc1 | 0% | 6 | 169 | -6 | -3% | 89 | -7 | 96 | 169 |
| 31 | Cc1c(C(N)=O)sc2ncn(CC(=O)OC(C)C)c(=O)c12 | -5% | -12 | 159 | 12 | -1% | 82 | 10 | 72 | 159 |
| 32 | COc1ccccc1/C=C/C=N/N1CCN(c2ccccn2)CC1 | -45% | -21 | 180 | 21 | -5% | . | . | . | 180 |
| 33 | CCCCOC(=O)Nc1nc2ccc(OC)cc2s1 | -57% | 5 | 163 | -5 | -5% | 98 | 3 | 95 | 163 |
| 34 | O=C(NCc1ccco1)c1cc(-c2cccnc2)nc2ccccc12 | -50% | . | . | . | 1% | 71 | -15 | 86 | . |
| 35 | CCOC(=O)c1c(C)oc2c1c(C(c1cccnc1)N1CCN(C)CC1)c(O)c1ccccc12 (stereo not drawn) | -47% | . | . | . | -1% | 2 | 1 | 1 | . |
| 36 | NC(=O)C1CCN(C(=O)CN2CCN(c3cccc(C(F)(F)F)c3)CC2)CC1 | -9% | -9 | 143 | 9 | 0% | 95 | 17 | 78 | 143 |
| 37 | CCc1cc2c3c(c(=O)oc2cc1OC)CCCC3 | 9% | 2 | 157 | -1 | 3% | 96 | 9 | 87 | 157 |
| 38 | CCOCCCNC(=O)C1CCN(C(=O)N(C)C)CC1 | -2% | . | . | . | 3% | 93 | 0 | 93 | . |
| 39 | Cc1cc2c(cc(C(=O)OCC(=O)NCc3ccco3)n2C)s1 | -12% | -6 | 161 | 6 | 4% | 27 | -25 | 53 | 161 |
| 40 | Cc1[nH]n(-c2cccc3ccccc23)c(=O)c1C=Nc1ccc2[nH]c(=O)[nH]c2c1 | -68% | -14 | 168 | 14 | -1% | . | . | . | 168 |
| 41 | COc1ccccc1N1CCN(S(=O)(=O)c2ccc(Br)s2)CC1 | 8% | 8 | 198 | -8 | -31% | 98 | 12 | 87 | 198 |
| 42 | Cc1ccc(-n2c(N)c(C(=O)N3CCOCC3)sc2=S)c(C)c1 | -47% | 3 | 121 | -3 | -1% | 82 | -2 | 84 | 121 |
| 43 | O=C(c1cccc(F)c1)N1CCC(N2CCOCC2)CC1 | -26% | -14 | 136 | 14 | -1% | 89 | 16 | 72 | 136 |
| 44 | CCn1c(COc2ccccc2C)nnc1SCC(=O)NC1CCCC1 | -58% | -10 | 122 | 10 | -4% | 93 | 18 | 76 | 122 |
| 45 | COc1ccccc1N1C(=O)CC(Nc2ccc(N3CCOCC3)cc2)C1=O (stereo not drawn) | 0% | -10 | 173 | 10 | -7% | 95 | 5 | 90 | 173 |
| 46 | COC(=O)CSc1ccc2nnc(-c3ccc(F)cc3)n2n1 | -1% | -14 | 157 | 14 | 6% | 92 | 16 | 77 | 157 |
| 47 | Cc1c(C(=O)N2CCN(c3ccccn3)CC2)oc2ccccc12 | -52% | 8 | 172 | -8 | 3% | 84 | 4 | 80 | 172 |
| 48 | COc1ccc(C(F)(F)F)cc1NC(=O)c1nc2nc(C)cc(C(F)F)n2n1 | 15% | 1 | 134 | -1 | -3% | 68 | 0 | 68 | 134 |
| 49 | CCOC(=O)c1ccc(-c2n[nH]c(=O)c3ccccc23)cc1 | -2% | 15 | 119 | -15 | 1% | 84 | -8 | 93 | 119 |
| 50 | CCCCCc1nnc(NC(=O)C(=O)OCC)s1 | -8% | -2 | 149 | 2 | -2% | 102 | 5 | 97 | 149 |
| 51 | N#Cc1nc(COc2ccc(Cl)cc2Cl)oc1N1CCN(c2ccccc2)CC1 | 11% | 0 | 92 | 0 | -10% | 98 | 20 | 78 | 92 |
| 52 | COc1ccc(N=Nc2cnc(C)nc2-c2ccccc2)cc1 | 17% | 2 | 95 | -2 | 2% | . | . | . | 95 |
| 53 | C=C(C)COc1ccc(-c2nc(N)nc(C)c2Oc2ccccc2OC)c(O)c1 | -45% | -14 | 136 | 14 | 15% | 77 | -1 | 78 | 136 |
| 54 | CCOC(=O)c1ccccc1NS(=O)(=O)c1ccc(OCC)cc1 | 1% | -19 | 142 | 19 | 18% | 13 | -33 | 46 | 142 |
| 55 | O=C(NC1CCCc2ccccc21)C1CCCN(S(=O)(=O)c2cnc[nH]2)C1 (stereo not drawn) | -67% | -8 | 166 | 8 | -7% | 91 | 1 | 90 | 166 |
| 56 | CN(C)/C=C1/Nc2ccccc2C1=O | 38% | 14 | 86 | -14 | -2% | 74 | -17 | 91 | 86 |

Remaining list, next part:
| cpd | SMILES | PLAP inhibition | IL1B NFkB inh | IL1B NFkB inh cell count 2 µM | IL1B NFkB pot | Bcl-B TR3 displacers | MRP resist rev cytotoxicity | MRP resist rev | MRP resist rev with doxorubicin | IL1B NFkB pot cell count 2 µM |
| --- | --- | --- | --- | --- | --- | --- | --- | --- | --- | --- |
| 57 | Cc1occc1-c1nnc(SCC(=O)Nc2ccccc2N2CCCCC2)n1C | -39% | 13 | 149 | -13 | -5% | 63 | -14 | 77 | 149 |
| 58 | Clc1ccc(-c2nnc(Sc3nc4ccccc4o3)c3ccccc23)cc1 | . | 2 | 97 | -2 | -2% | . | . | . | 97 |
| 59 | Cc1ccc2nc3c(cc(C(=O)NCC4CCCO4)n3C)c(=O)n2c1 (stereo not drawn) | . | -1 | 187 | 1 | . | . | . | . | 187 |
| 60 | O=C(Nc1nnc(/N=C/c2ccco2)s1)c1ccc(F)cc1 | 5% | -6 | 208 | 6 | -6% | 95 | 19 | 76 | 208 |
| 61 | Cc1ccccc1-n1c(C)cc(/C=C2\NC(=O)NC2=O)c1C | . | -7 | 71 | 7 | . | 86 | 20 | 66 | 71 |
| 62 | Cc1occc1C(=O)Nc1c(F)c(F)c(F)c(F)c1F | -27% | -3 | 166 | 3 | 9% | 83 | 9 | 74 | 166 |
| 63 | COc1ccc(-c2cc(CNC(=O)CN3CCN(C)CC3)on2)cc1 | 0% | -3 | 161 | 3 | -4% | . | . | . | 161 |
| 64 | Cn1sc(NC(=O)c2ccccc2Cl)nc1=O | -12% | -6 | 139 | 6 | -12% | . | . | . | 139 |
| 65 | Cc1ccc(S(=O)(=O)NCC2CCC(C(=O)NCc3ccc4c(c3)OCO4)CC2)cc1 (stereo not drawn) | -19% | . | . | . | 1% | 94 | 1 | 93 | . |

Assay outcomes: PubChem BioAssay, several laboratories
